Screens from PubChem BioAssay.
M. tuberculosis HTS: M. tuberculosis growth inhibition, HTS (AID 449762) | M. tuberculosis H37Rv growth inhibition, 7H9 media; higher % means a stronger effect | one-dose inhibition, % at 25 µM; IC50 in µM for titrated hits | 330,000 compounds, 0.59% hits; in the data active means a potency from the dose series; inconclusive means inhibition above about 70% without an active follow-up result;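 further: bacterial growth assessed after seven days of incubation; strong numbers were not always called active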
tuberculosis growth: growth inhibition of non-replicating M. tuberculosis (AID 488890). Mycobacterium tuberculosis non-replicating, growth inhibition; higher % means a stronger effect. inhibition, % at 25 µM, or IC50 in µM where a hit was titrated. 320,000 compounds, 0.39% hits; in the data active means a potency from the dose series; inconclusive means inhibition mostly from about 82% at the one dose, without a potency; inactive means the rest, 99 in 100 with inhibition below about 76%;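 further: plate controls were DMSO cells for no effect and high antibiotic wells for full effect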
inhibitors of VEEV: inhibitors of VEEV TC-83 cytopathic effect, confirmation, Vero cells (AID 588727) | inhibition, % at 20 µM; hits with a dose series show IC50 in µM | 350,000 compounds, 0.13% hits | Vero cells, VEEV TC-83 cytopathic effect inhibition; higher % means a stronger effect; in the data active means a potency from the dose series; inconclusive means inhibition mostly from about 14% at the one dose, without a potency; inactive means the rest, 99 in 100 with inhibition below about 12%; further: strong numbers were not always called active
PhoP GFP inhibition: PhoP regulon inhibitors, Salmonella typhi PhoP promoter GFP reporter, confirmatory (AID 1850) | Salmonella Typhi PhoP-promoter GFP reporter, fluorescence, 4 h; higher % means a stronger effect | inhibition, % at 50 µM; hits with a dose series show IC50 in µM | 310,000 compounds, 0.33% hits; in the data active means a potency from the dose series; inconclusive means inhibition mostly from about 25% at the one dose, without a potency; inactive means the rest, 99 in 100 with inhibition below about 19%;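 further: 0% = induced wells with vehicle and 100% = uninduced wells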
influenza NS1A: H1N1 influenza NS1A inhibitors, functional cell based assay (AID 504329); NS1A functional cell-based assay, percent inhibition; higher % means a stronger effect; inhibition, % at 12.5 µM; hits with a dose series show IC50 in µM; 340,000 compounds, 0.3% hits; in the data active means a potency from the dose series; inconclusive means inhibition above about 27% without an active follow-up result; further: strong numbers were not always called active
inhibitors of VEEV 10K pilot screen: further read-out of inhibitors of VEEV, marked with its call; inhibition, %; measured here: 10K pilot screen inhibition
Numbers without * were called inactive; i = inactive; u = inconclusive; x = not tested or not shown.

SMILES	M. tuberculosis HTS	tuberculosis growth	inhibitors of VEEV	PhoP GFP inhibition	influenza NS1A	others
CCc1cc(Br)ccc1N1C(=O)C2CC=CCC2C1=O (configuration not stated)	-3%	-3%	0.4%	4%	-7%
CCOC(=O)c1c(CN2CCN(C)CC2)n(C)c2cc(Br)c(OC)cc12	x	x	i	-7%	5%
CC1/C(=C\c2ccc(Cl)cc2)C(=O)C2CC1C2(C)C (configuration not stated)	-5%	8%	0.1%	3%	-3%
Cc1ccc(N2C(=O)c3ccccc3C2O)nc1 (configuration not stated)	-10%	-35%	x	7%	x
Cc1cc(C(=O)NNc2ccc(C)c(C)c2)no1	9%	19%	i	6%	0%
CC(=O)NS(=O)(=O)c1ccc(NC(=O)c2ccc(S(=O)(=O)N3CCCC3)cc2)cc1	2%	-14%	5.3%	x	-8%
CC(C)CCCCCCCCCCCCC(=O)NCC(=O)NC1C(O)C(O)C(Nc2ncnc3nc[nH]c23)OC1C(O)CO (configuration not stated)	x	x	5.2%	x	5%
CCOC(=O)c1c(C)[nH]c(=S)c(C#N)c1-c1ccccc1	3%	-14%	1.1%	-1%	-7%
O=C(CNC(=O)c1ccc2c(c1)OCO2)N/N=C(Br)/C=C/c1ccccc1	40%	4%	i	-12%	-6%
Cn1cc(CN2CCN(c3ccccc3)CC2)c2ccccc21	-5%	9%	i	1%	7%
CC(/C=C/c1ccc(N(C)C)cc1)=N\N=C(/N)SC1CC(=O)N(c2ccc(C(=O)O)cc2)C1=O (configuration not stated)	-11%	-14%	i	12%	3%
CCc1ccc(NC(=O)c2n[nH]c(=O)c3ccccc23)cc1	2%	-3%	0.5%	-3%	-13%
C=Cn1ccnc1P(=S)(c1nccn1C=C)C1CCCCC1	0%	21%	i	8%	-1%
O=C(CSc1ccc(F)cc1)Nc1ccc(Br)cc1	56%	u	i	-15%	5%
COc1ccc(OCC(=O)N2CCC(n3nccc3NC(=O)C3CC3)CC2)cc1	-4%	3%	3.9%	-3%	0%
O=C(COc1ccc(Br)cc1Br)NNC(=O)c1cccs1	10%	u	0.4%	9%	2%
c1cncc(Nc2c3ccccc3nc3ccccc23)c1	6%	1%	8.4%	4%	-5%
COc1ccc(CN(Cc2nc3ccccc3c(=O)[nH]2)C(=O)c2ccco2)cc1	-2%	3%	0.9%	7%	5%
COc1ccc(OC)c(N2Cc3ccccc3C2)c1	3%	41%	1.7%	-7%	7%
CCCCCCCOc1ccc(C2CC(=O)N(C)C2=O)cc1 (configuration not stated)	7%	76%	i	-4%	-4%
O=[N+]([O-])c1ccc(O)c(/C=N/Nc2nc3ccccc3[nH]2)c1	8%	-12%	u	u	10µM*
O=C(O)COc1ccc(/C=N/n2c(COc3ccccc3)nc3ccccc3c2=O)cc1	9%	-4%	0.6%	4%	4%
COc1ccccc1CNC(=O)C1CCCN1S(=O)(=O)c1cccc2cccnc12 (configuration not stated)	-2%	11%	1.3%	0%	-2%
C/C(=N\NC(=O)c1ccc(C)cc1C)c1ccc2c(c1)OCO2	1%	38%	1.2%	-3%	-10%
Cc1cccc(Nc2ncnc(N)c2[N+](=O)[O-])n1	-2%	-1%	4.5%	-15%	3%
O=C(CCS(=O)(=O)c1ccc(Cl)cc1)Nc1ccc(F)cc1	4%	0%	0.3%	0%	21%
CC(=O)CCSc1ncnc2sc(-c3ccccc3)cc12	>100µM*	42%	5.7%	-16%	0%
CCCNS(=O)(=O)c1ccc(CCC(=O)N2CCC(C)CC2)cc1	6%	-3%	2.5%	-5%	-3%
CC1=CCC2C(=O)N(c3cccc(C(=O)Nc4ccc(Cl)cc4)c3)C(=O)C2C1 (configuration not stated)	-4%	2%	7.0%	-3%	-2%
N#Cc1ccc(-c2csc(NC3=NCCCCC3)n2)cc1	x	x	1.1%	x	-15%
COc1cccc(NC(=O)[C@H](C)NC(=O)C2CCN(S(=O)(=O)c3ccc(C)cc3)CC2)c1	5%	21%	0.4%	1%	10%
Cc1cc(NC(=O)C2CCCN2C(=O)Nc2cccc(Cl)c2)ccc1-n1cnnn1 (configuration not stated)	-2%	-3%	i	1%	0%
C/C(=N\NC(=O)c1cc(Br)ccc1O)c1ccccn1	28%	u	>25µM*	1%	30µM*
COc1ccccc1CN1CCC(n2nccc2NC(=O)CCOc2ccccc2)CC1	-13%	19%	0.3%	-15%	-7%
O=C(NCc1ccccc1F)C1CCCN1C(=O)NC1CCCCC1 (configuration not stated)	10%	2%	0.5%	0%	7%
COCCn1c(C)cc(C(=O)CSc2nnc3ccccn23)c1C	-3%	-13%	0.9%	1%	8%
COc1cc2[nH]c(=S)n(N(C(C)=O)C(C)=O)c(=O)c2cc1OC	-4%	3%	3.2%	-9%	0%
CC(C)(C)c1ccc(C(=O)NC(=S)N2CCCC2)cc1	u	12%	1.1%	2%	8%
CCOC(=O)c1sc(=S)n(C)c1NC(=O)c1ccccc1C	14%	66%	0.7%	-5%	-7%
CCn1nccc1C(=O)Nc1ccc(Cl)c(Cl)c1	5%	33%	6.8%	0%	13%
COc1ccc(OC)c(Cc2nnc(CCC(=O)N3CCC(N4CCCCC4)CC3)o2)c1	34%	30%	2.2%	3%	x
COc1ccccc1/C=C/C=N/Nc1cccc(C(=O)O)c1	11%	15%	0.3%	15%	2%
Cc1ccc2c(c1)C(c1ccccc1)N(C(=O)c1ccc(F)cc1)CC(=O)N2 (configuration not stated)	-2%	27%	0.2%	5%	17%
Cc1ccc(/C=C2\SC(=S)N(CCCC(=O)Nc3nccs3)C2=O)cc1	5%	-12%	1.8%	-13%	-11%
C=CCNC(=S)N/N=C/c1ccc(C)c([N+](=O)[O-])c1	0%	57%	8.6%	-3%	-6%
O=C(CN=C1NS(=O)(=O)c2ccccc21)OCC(=O)c1cc(F)ccc1F	-1%	0%	7.2%	5%	-5%
N#CC12CNCC1CN=N2 (configuration not stated)	-2%	3%	i	8%	-8%
CC(Cl)C(=O)c1c[nH]c2ccccc12 (configuration not stated)	-1%	16%	2.5%	0%	-2%
O=[N+]([O-])c1ccccc1S(=O)(=O)N1CCN(c2ccccc2)CC1	-2%	3%	0.9%	-5%	0%
O=C(Cn1[nH]c(=O)c2ccccc2c1=O)Nc1ccc2c(c1)CCC2	31%	23%	8.1%	8%	-1%
CC1=CCC2C(=O)N(c3ccc(S(N)(=O)=O)cc3)C(=O)C2C1 (configuration not stated)	0%	-5%	2.0%	-15%	11%
CC1C(=O)NN=C1C(=O)N/N=C\c1ccc(O)cc1O (configuration not stated)	2%	-15%	i	-13%	16µM*	inhibitors of VEEV 10K pilot screen=1.3
O=C(Nc1ccccc1)Nc1ccc2c(c1)CCC2	0%	-1%	1.3%	-2%	-1%
CCn1c(C(O)c2cc(OC)ccc2OC)nc2ccccc21 (configuration not stated)	3%	-7%	1.1%	-6%	-3%
CN(c1ccc(OCC(=O)Nc2ccc(S(N)(=O)=O)cc2)cc1)S(=O)(=O)c1ccc(F)cc1	x	x	0.8%	x	-4%
COc1ccc(C(=O)NCC(=O)OCC(=O)NC2CCCC2)cc1	-4%	8%	0.1%	0%	0%
NC(=O)C1(NC(=O)[C@@H]2CC3(CC(c4cccc(NC(=O)[C@@H]5CCC(=O)N5)c4)=NO3)CN2C(=O)c2cnccn2)CC1 (some centres not stated)	-4%	-5%	i	-14%	1%
Cn1c(=O)c2[nH]c(N=Nc3ccc(N)cc3N)nc2n(C)c1=O	-9%	-7%	0.6%	0%	3%
CN(c1ccc(OCC(=O)OCC(=O)Nc2ccccc2)cc1)S(=O)(=O)c1ccc(F)cc1	-10%	-11%	0.1%	-5%	-10%
CCOC(=O)C1(CCCc2ccccc2)CCN(C(=O)CCN2CCCCC2=O)CC1	-1%	13%	i	-9%	2%
The list goes on:
SMILES	M. tuberculosis HTS	tuberculosis growth	inhibitors of VEEV	PhoP GFP inhibition	influenza NS1A	others
Cc1ccc(-n2nc3c([n+]2[O-])CCc2c-3no[n+]2[O-])cc1	-2%	0%	i	4%	-8%
COc1cc(OC)c(C2SCCCS2)cc1OC	1%	-3%	0.2%	-4%	22%
O=C(O)COc1ccc2occ(C(=O)c3ccccc3)c2c1	u	6.5µM*	0.3%	-8%	2%
N#CCCCC1(CCCC#N)OCCO1	x	x	0.6%	x	3%
N#CCOC(=O)c1cc(S(=O)(=O)N2CCCCC2)ccc1N1CCOCC1	-3%	-5%	0.1%	x	-15%
CCCNC(=O)CN1CCC(c2nc3ccccc3[nH]2)CC1	-4%	6%	0.1%	2%	4%
OC(COCc1ccc(Cl)cc1)CN1CCCCC1 (configuration not stated)	1%	-16%	i	-18%	13%
O=C(c1cc(-c2ccc(Cl)cc2)nc2ccccc12)N1CCC1	53%	20%	8.0%	-5%	1%
CC1(C)Cc2c(C#N)c(SCC(=O)O)nc(N3CCOCC3)c2CO1	-8%	-5%	i	3%	-22%
COCCNC(=O)c1ccc(CS(=O)(=O)c2ccccc2C)o1	-1%	4%	i	-4%	4%
Cc1ccc(S(=O)(=O)/N=C(/Nc2cccc(C(=O)O)c2)c2ccccc2)cc1	6%	2%	0.3%	3%	6%
CCOc1ccc(C(=O)N2CCN(Cc3ccccc3)CC2)cc1OCC	x	x	i	x	-40%

Arranged by count of non-hydrogen atoms (ascending): part of the list above
SMILES	M. tuberculosis HTS	tuberculosis growth	inhibitors of VEEV	PhoP GFP inhibition	influenza NS1A	others
N#CCCCC1(CCCC#N)OCCO1	x	x	0.6%	x	3%
COc1cc(OC)c(C2SCCCS2)cc1OC	1%	-3%	0.2%	-4%	22%
OC(COCc1ccc(Cl)cc1)CN1CCCCC1 (configuration not stated)	1%	-16%	i	-18%	13%
Cc1ccc(-n2nc3c([n+]2[O-])CCc2c-3no[n+]2[O-])cc1	-2%	0%	i	4%	-8%
O=C(O)COc1ccc2occ(C(=O)c3ccccc3)c2c1	u	6.5µM*	0.3%	-8%	2%
COCCNC(=O)c1ccc(CS(=O)(=O)c2ccccc2C)o1	-1%	4%	i	-4%	4%
COc1ccc(C(=O)NCC(=O)OCC(=O)NC2CCCC2)cc1	-4%	8%	0.1%	0%	0%
CC1(C)Cc2c(C#N)c(SCC(=O)O)nc(N3CCOCC3)c2CO1	-8%	-5%	i	3%	-22%
N#CCOC(=O)c1cc(S(=O)(=O)N2CCCCC2)ccc1N1CCOCC1	-3%	-5%	0.1%	x	-15%
Cc1ccc(S(=O)(=O)/N=C(/Nc2cccc(C(=O)O)c2)c2ccccc2)cc1	6%	2%	0.3%	3%	6%
CCOC(=O)C1(CCCc2ccccc2)CCN(C(=O)CCN2CCCCC2=O)CC1	-1%	13%	i	-9%	2%
CN(c1ccc(OCC(=O)Nc2ccc(S(N)(=O)=O)cc2)cc1)S(=O)(=O)c1ccc(F)cc1	x	x	0.8%	x	-4%
NC(=O)C1(NC(=O)[C@@H]2CC3(CC(c4cccc(NC(=O)[C@@H]5CCC(=O)N5)c4)=NO3)CN2C(=O)c2cnccn2)CC1 (some centres not stated)	-4%	-5%	i	-14%	1%
